Screening results: PubChem BioAssay, Broad Institute
IDE exosite FP – displaces the probe from the exo-site of human IDE; z-score at 20 µM; purified IDE, FL-6b probe fluorescence polarization; active compounds read low; AID 1259349; 6.3% of 17,000 active;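 active = z-score of -3 or lower, meaning strong loss of probe binding signal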;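 also: His-tagged human IDE residues 42-1019 made in E. coli with 30 nM FL-6b probe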
Target sequence (P14735 42-1019 limits assumed): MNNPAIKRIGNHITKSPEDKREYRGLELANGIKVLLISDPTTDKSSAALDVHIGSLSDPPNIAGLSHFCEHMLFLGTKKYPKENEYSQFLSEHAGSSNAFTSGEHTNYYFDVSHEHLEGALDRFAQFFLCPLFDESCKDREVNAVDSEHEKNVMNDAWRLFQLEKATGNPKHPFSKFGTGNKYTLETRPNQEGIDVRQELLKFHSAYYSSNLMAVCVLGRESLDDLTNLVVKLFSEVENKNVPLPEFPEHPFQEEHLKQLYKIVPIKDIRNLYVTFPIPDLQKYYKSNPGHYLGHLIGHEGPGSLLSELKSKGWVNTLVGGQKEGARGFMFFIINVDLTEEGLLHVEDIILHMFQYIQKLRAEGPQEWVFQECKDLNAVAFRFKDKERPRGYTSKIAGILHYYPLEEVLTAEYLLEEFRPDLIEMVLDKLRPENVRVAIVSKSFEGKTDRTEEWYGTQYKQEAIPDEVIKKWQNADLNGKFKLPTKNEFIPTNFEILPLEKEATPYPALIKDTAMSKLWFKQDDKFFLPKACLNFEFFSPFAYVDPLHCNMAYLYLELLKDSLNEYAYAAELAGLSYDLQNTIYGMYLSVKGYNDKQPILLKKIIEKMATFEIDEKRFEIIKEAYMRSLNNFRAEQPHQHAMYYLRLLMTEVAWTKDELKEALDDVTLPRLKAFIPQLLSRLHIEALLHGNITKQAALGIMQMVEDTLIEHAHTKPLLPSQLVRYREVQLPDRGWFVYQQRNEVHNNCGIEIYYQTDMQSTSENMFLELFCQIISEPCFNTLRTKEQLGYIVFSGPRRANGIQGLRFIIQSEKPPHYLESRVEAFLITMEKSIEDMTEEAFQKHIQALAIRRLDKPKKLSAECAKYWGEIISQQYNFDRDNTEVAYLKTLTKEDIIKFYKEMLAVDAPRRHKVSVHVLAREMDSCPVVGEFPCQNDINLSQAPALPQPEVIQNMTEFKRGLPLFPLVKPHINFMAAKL
An asterisk follows results filed as active; & = joins results of further samples.

SMILES | IDE exosite FP
CC(C)C#Cc1ccc([C@@H]2[C@H](CO)N3CCCCN(CC4CC4)C[C@@H]23)cc1 | 1.2
COc1cccc(S(=O)(=O)N2CCCCN3[C@H](CO)[C@@H](c4ccc(-c5ccccc5)cc4)[C@@H]3C2)c1 | 0.77
C[C@H](CO)N1C[C@H](C)[C@@H](CN(C)S(=O)(=O)c2ccccc2C#N)OCc2cnnn2CCCC1=O | -1
N#C[C@H]1[C@@H](c2ccccc2)[C@@H](CO)N1C(=O)Nc1cccc(F)c1 | 0.044
COCCNC(=O)C[C@H]1CC[C@H]2[C@@H](COc3ccc(NC(=O)Nc4cccc(F)c4)cc3C(=O)N2C)O1 | 0.33
O=C(C[C@@H]1C=C[C@@H](NC(=O)Cc2cccnc2)[C@H](CO)O1)NCc1ccc2c(c1)OCO2 | 2.7
CCCC#Cc1ccc([C@H]2[C@H](CO)N3CCCCN(S(=O)(=O)CC)C[C@@H]23)cc1 | 3.5
O=C(c1ccccc1)N1CC(=O)N2[C@H](C1)[C@H](c1ccc(C#CCC3CCCC3)cc1)[C@@H]2CO | 2.3
CCC(=O)N(CC1CCC1)C[C@@H]1[C@@H](c2ccccc2)[C@H](CO)N1C(C)=O | 0.77
O=C(C1CCCCC1)N1CC(=O)N2[C@H](C1)[C@@H](c1ccc(C#CCc3ccccc3)cc1)[C@@H]2CO | 1.7
Cc1noc(C)c1NC(=O)Nc1ccc2c(c1)C(=O)N(C)[C@H]1CC[C@H](CC(=O)Nc3ccc4c(c3)CCCC4)O[C@@H]1CO2 | 0.031
CC(C)[C@@H]1C/C=C\C[C@@H](c2ccc(F)cc2)NC(=O)[C@H](C)CC(=O)N1 | 1
CCCC#Cc1ccc([C@H]2[C@H]3CN(C(=O)Nc4ccc(F)cc4)CC(=O)N3[C@H]2CO)cc1 | 3.8
CC(C)CC#Cc1ccc([C@@H]2[C@H]3CN(C(=O)Cc4ccccc4)CC(=O)N3[C@H]2CO)cc1 | 3
O=C(c1ccc2c(c1)OCO2)N1C[C@@H]2N[C@H](C1)C2c1ccc(/C=C/c2ccccc2)cc1 (stereo not given in full) | -0.41&1
CCCC#Cc1ccc([C@H]2[C@@H](CO)N3CCCCN(S(=O)(=O)c4ccccc4F)C[C@H]23)cc1 | 1.9
N#C[C@H]1[C@@H](c2ccccc2-c2ccccc2)[C@H](CO)N1C(=O)Cc1cccnc1 | 2.8
O=C(Cc1ccccn1)N1[C@@H](CO)[C@@H]2c3ccccc3NC[C@@H]21 | 1.6
O=C1CN(Cc2ccccc2)C[C@@H]2[C@@H](c3ccc(Br)cc3)[C@@H](CO)N12 | 2.3
COc1ccc(S(=O)(=O)Nc2ccc3c(c2)C(=O)N([C@H](C)CO)C[C@H](C)[C@@H](CN(C)Cc2ccc(C(F)(F)F)cc2)OCCCC[C@@H](C)O3)cc1 | 0.77
CC(C)N(C[C@@H]1[C@@H](c2ccccc2)[C@@H](CO)N1S(C)(=O)=O)C(=O)CN(C)C | -0.77
COCC#Cc1ccc([C@H]2[C@@H](CO)N3C(=O)CN(C(=O)c4cccnc4)C[C@@H]23)cc1 | 3.8
C[C@H](CO)N1C[C@H](C)[C@@H](CN(C)Cc2cccnc2)Oc2ncc(-c3ccc(C#N)cc3)cc2C1=O | -0.23
CCc1cnc(N2[C@H](CO)[C@H](c3ccccc3-c3ccccc3C)[C@@H]2C#N)s1 | 1
COCC#Cc1ccc([C@@H]2[C@@H](CO)N3CCCCN(S(=O)(=O)c4cccc(OC)c4)C[C@@H]23)cc1 | 3.1
O=C(NC[C@H]1N[C@H](CO)[C@@H]1c1ccc(-c2cncnc2)cc1)C1CC1 | 0.61
OC[C@H]1[C@@H](c2ccc(-c3ccccc3)cc2)[C@@H]2CN(CCC(F)(F)F)CCCCN12 | -0.54
CC(C)NC(=O)N1CCCCN2[C@H](CO)[C@@H](c3ccc(C#Cc4ccccc4)cc3)[C@H]2C1 | -9.2*
CNC[C@@H]1OCc2cn(nn2)CCCC(=O)N([C@H](C)CO)C[C@@H]1C | 0.97
CCC(=O)N1[C@H](CO)[C@@H](c2ccccc2)C12CN(C(=O)CN1CCOCC1)C2 | 0.55
COc1cccc(C#Cc2ccc3c(c2)O[C@H](CN(C)C(=O)CN2CCOCC2)[C@H](C)CN([C@H](C)CO)S3(=O)=O)c1 | -0.34
OC[C@@H]1[C@H](c2ccc(C3=CCCC3)cc2)[C@H]2CN(Cc3cncnc3)CCCCN12 | 0.59
CN(C)C(=O)c1ccc(-c2ccc([C@@H]3[C@@H](CO)N4C(=O)CN(C(=O)CC5CC5)C[C@@H]34)cc2)cc1 | 1.4
C/C=C/c1ccc([C@H]2[C@@H](CO)N3CCCCN(C(=O)Nc4ccccc4F)C[C@@H]23)cc1 | -0.84
CCS(=O)(=O)Nc1ccc2c(c1)C(=O)N(C)[C@H]1CC[C@H](CC(=O)N3CCN(C)CC3)O[C@H]1CO2 | 0.48
CC(C)C#Cc1ccc([C@@H]2[C@@H](CO)N3C(=O)CN(C(=O)C4CCCCC4)C[C@H]23)cc1 | 0.34
O=C(NCc1cc(F)cc(F)c1)[C@@H]1[C@@H](CO)[C@@H]2Cn3c(cccc3=O)[C@H]1N2 | 0.62
CN(C)C(=O)c1ccc(-c2ccc([C@H]3[C@H](C#N)N(S(C)(=O)=O)[C@H]3CO)cc2)cc1 | 0.64
COCC(=O)Nc1ccc2c(c1)C(=O)N(C)[C@H]1CC[C@@H](CC(=O)NC3Cc4ccccc4C3)O[C@@H]1CO2 | -1.2
CCC(=O)N1[C@H](CN(C)C(C)=O)[C@@H](c2ccc(-c3ccccc3)cc2)[C@@H]1CO | 1.9
C[C@@H]1CN([C@H](C)CO)C(=O)c2cc(NC(=O)C3CCCCC3)ccc2O[C@@H](C)CCCCO[C@H]1CN(C)C(=O)CCC(F)(F)F | 0.17
CN1C(=O)c2cc(NC(=O)Nc3ccccc3Cl)ccc2OC[C@H]2O[C@@H](CC(=O)NCCCN3CCOCC3)CC[C@H]21 | -1.3
CCN(C[C@@H]1N[C@@H](CO)[C@H]1c1ccc(C2=CCCC2)cc1)C(=O)c1ccncc1 | 1.7
COc1cc(CN2CC3(CCN(S(=O)(=O)c4cn(C)cn4)CC3)c3c(n(C)c4cc(OC)ccc34)[C@H]2CO)cc(OC)c1 | -2.5
CCN(C[C@@H]1N[C@H](CO)[C@@H]1c1ccccc1)C(=O)c1ccccc1 | 2.9
C[C@@H]1CN([C@@H](C)CO)C(=O)CCCn2cc(nn2)CO[C@@H]1CN(C)C(=O)c1ccc(N2CCN(C)CC2)cc1 | -1.3
COc1cccc(NC(=O)N[C@H]2C=C[C@H](CC(=O)NCc3ccncn3)O[C@H]2CO)c1 | -0.36
COC(=O)c1ccc(CN2CC(=O)N3[C@H](CO)[C@@H](c4ccc(-c5ccccc5F)cc4)[C@@H]3C2)cc1 | 0.86
COCC(=O)N1CC(=O)N2[C@H](CO)[C@H](c3ccc(-c4ccncc4)cc3)[C@@H]2C1 | 1.4
CCCNC(=O)N1[C@@H](CO)[C@H](c2ccccc2)[C@@H]1CNC(=O)c1ccccc1 | 0.53
N#C[C@@H]1[C@@H](c2ccc(C3=CCCC3)cc2)[C@@H](CO)N1C(=O)c1cccc(F)c1 | 3.2
CN(C)C(=O)c1ccc(-c2ccc([C@@H]3[C@@H](CO)N(C(=O)C4CCCCC4)[C@H]3C#N)cc2)cc1 | 4.2
O=C(NCC1CCCCC1)[C@@H]1[C@@H](CO)[C@@H]2Cn3c(cccc3=O)[C@H]1N2C(=O)c1ccncc1 | 0.48
Cc1ccccc1-c1ccc([C@H]2[C@H]3CN(C(=O)Nc4cccc(F)c4)CCCCN3[C@H]2CO)cc1 | -0.85
Cc1ccc(CN2CC(=O)N3[C@@H](CO)[C@H](c4ccc(Br)cc4)[C@@H]3C2)cc1 | 2.3
CCCC#Cc1ccc([C@@H]2[C@H](CO)N3CCCCN(Cc4cncnc4)C[C@@H]23)cc1 | 0.051
C[C@@H](O)C#Cc1ccc([C@H]2[C@H]3CN(S(=O)(=O)Cc4ccccc4)CCCCN3[C@H]2CO)cc1 | 0.95
O=C(C[C@H]1C=C[C@@H](NC(=O)c2ccc3c(c2)OCO3)[C@H](CO)O1)NC1Cc2ccccc2C1 | 0.084
O=C(C1CCCCC1)N1CC(=O)N2[C@H](C1)[C@@H](c1ccc(-c3cccnc3)cc1)[C@@H]2CO | -0.83
CN(C)CC(=O)N1[C@H](C(=O)NC2CCC2)[C@@H](CO)[C@@H]2Cn3c(ccc(-c4cccc(F)c4)c3=O)[C@@H]21 | 0.87

Next section
SMILES | IDE exosite FP
CC(C)C#Cc1ccc([C@H]2[C@H](CO)N3CCCCN(S(=O)(=O)Cc4ccccc4)C[C@@H]23)cc1 | 1.4
COc1ccc(S(=O)(=O)N2CC3(CN(C(=O)CN(C)C)[C@@H](CO)c4c3c3ccc(OC)cc3n4C)C2)cc1 | -1
CCC(=O)N1C[C@H](C)[C@@H](OC)CN(C)C(=O)c2ccc(NC(=O)CC(F)(F)F)cc2OC[C@@H]1C | 1.9
O=C(c1ccc(F)cc1)N1CC(=O)N2[C@H](CO)[C@H](c3ccc(C#Cc4ccc(F)cc4)cc3)[C@H]2C1 | 0.99
O=C(NC[C@H]1N[C@H](CO)[C@@H]1c1ccccc1)C1CC1 | 3
O=C(CC(F)(F)F)N1C[C@@H]2[C@H](c3ccccc31)[C@H](CO)N2Cc1cccnc1 | 1.9
COc1ccc(-c2ccc([C@H]3[C@@H](CO)N4C(=O)CN(C(=O)Cc5ccccn5)C[C@@H]34)cc2)cc1 | 0.65
COc1cccc(-c2ccc(C3[C@H]4CNC[C@@H]3N4C(=O)Nc3ccc(F)cc3)cc2)c1 (stereo not given in full) | -1.8&-0.76
O=C1CN(S(=O)(=O)c2ccccc2)C[C@H]2[C@@H](c3ccc(C#CCc4ccccc4)cc3)[C@@H](CO)N12 | -2.4
COc1ccc(CN(C)C[C@@H]2OCCCC[C@H](C)Oc3ccc(NC(=O)C4CCCCC4)cc3C(=O)N([C@H](C)CO)C[C@H]2C)cc1 | 2.1
CCS(=O)(=O)N1CCC2(CC1)CN[C@H](CO)c1c2c2ccc(OC)cc2n1C | -0.84
COc1ccc(NC(=O)N(C)C[C@H]2OCc3cnnn3CCCC(=O)N([C@H](C)CO)C[C@H]2C)c(OC)c1 | -0.53
COc1ccc(S(=O)(=O)N2C[C@@H](O)COC[C@H]3O[C@@H](CC(=O)N[C@@H]4CCN(Cc5ccccc5)C4)CC[C@@H]32)cc1 | -0.75
CC(C)NC(=O)Nc1ccc2c(c1)C(=O)N([C@H](C)CO)C[C@@H](C)[C@H](CN(C)C(=O)C1CCCCC1)OCCCC[C@@H](C)O2 | 0.35
O=C(Nc1cccc(F)c1)N1CCCCN2[C@H](C1)[C@@H](c1ccc(C#CC3CC3)cc1)[C@@H]2CO | 1.9
CN(C)CC#Cc1ccc([C@@H]2[C@@H](CO)N3CCCCN(S(=O)(=O)c4ccccc4)C[C@@H]23)cc1 | 1.8
C/C=C/c1ccc([C@@H]2[C@@H](CO)N3CCCCN(C(=O)Nc4ccc(OC)cc4)C[C@@H]23)cc1 | 0.25
N#C[C@H]1[C@@H](c2ccc(C#Cc3cccc(F)c3)cc2)[C@@H](CO)N1C(=O)C1CCCC1 | 3.2
OC[C@H]1[C@@H](c2ccc(C#Cc3ccccc3F)cc2)[C@@H]2CN(Cc3cncnc3)CCCCN12 | -15*
Cc1noc(C)c1S(=O)(=O)Nc1ccc2c(c1)CC(=O)N([C@@H](C)CO)C[C@H](C)[C@@H](CN(C)Cc1ccc(Oc3ccccc3)cc1)O2 | -4.3*
OC[C@@H]1[C@@H](c2ccc(C#Cc3ccccc3)cc2)[C@H]2CN(Cc3cncnc3)CCCCN12 | 0.19
C[C@H]1CCCCO[C@@H](CN(C)C(=O)CCC(F)(F)F)[C@@H](C)CN([C@@H](C)CO)C(=O)c2cc(NC(=O)C3CCCCC3)ccc2O1 | -0.24
Cc1cccc(S(=O)(=O)N[C@@H]2CC[C@@H](CCNC(=O)Nc3cc(F)ccc3F)O[C@@H]2CO)c1 | 2
O=C(Nc1ccccc1F)N[C@H]1CC[C@H](CCNC(=O)C2CC2)O[C@H]1CO | 4.5
CC(=O)N1CC2(C1)[C@H](c1ccc(-c3ccc(F)cc3)cc1)[C@H](CO)N2CC1CC1 | 0.99
CCCC#Cc1ccc([C@@H]2[C@@H](CO)N3C(=O)CN(C(=O)c4ccccn4)C[C@H]23)cc1 | 0.41
CCCNC(=O)N1CC2(C1)CN(C(=O)NC1CCCC1)[C@@H](CO)c1[nH]c3cc(OC)ccc3c12 | -0.73
COCC(=O)N1CC(=O)N2[C@@H](CO)[C@@H](c3ccc(C#CC4CCCC4)cc3)[C@@H]2C1 | 2.7

Only part of the results is shown. The share of hits here may be higher or lower than overall.
